Compound activity as filed in PubChem BioAssay.
POLK inh: inhibitors of human DNA polymerase kappa; Potency, µM (doses to about 107 µM), inactives show top-dose activity, negative = inhibition, hits mostly inhibitors; actives 0.53% (n = 400,000); purified Pol kappa, fluorescent DNA synthesis assay, 10 min; further: potency means the concentration at half of the fitted maximal effect; on the % scale 0 is the no-effect control and ±100 the full control effect
Target sequence (Q9UBT6 whole entry, looked up): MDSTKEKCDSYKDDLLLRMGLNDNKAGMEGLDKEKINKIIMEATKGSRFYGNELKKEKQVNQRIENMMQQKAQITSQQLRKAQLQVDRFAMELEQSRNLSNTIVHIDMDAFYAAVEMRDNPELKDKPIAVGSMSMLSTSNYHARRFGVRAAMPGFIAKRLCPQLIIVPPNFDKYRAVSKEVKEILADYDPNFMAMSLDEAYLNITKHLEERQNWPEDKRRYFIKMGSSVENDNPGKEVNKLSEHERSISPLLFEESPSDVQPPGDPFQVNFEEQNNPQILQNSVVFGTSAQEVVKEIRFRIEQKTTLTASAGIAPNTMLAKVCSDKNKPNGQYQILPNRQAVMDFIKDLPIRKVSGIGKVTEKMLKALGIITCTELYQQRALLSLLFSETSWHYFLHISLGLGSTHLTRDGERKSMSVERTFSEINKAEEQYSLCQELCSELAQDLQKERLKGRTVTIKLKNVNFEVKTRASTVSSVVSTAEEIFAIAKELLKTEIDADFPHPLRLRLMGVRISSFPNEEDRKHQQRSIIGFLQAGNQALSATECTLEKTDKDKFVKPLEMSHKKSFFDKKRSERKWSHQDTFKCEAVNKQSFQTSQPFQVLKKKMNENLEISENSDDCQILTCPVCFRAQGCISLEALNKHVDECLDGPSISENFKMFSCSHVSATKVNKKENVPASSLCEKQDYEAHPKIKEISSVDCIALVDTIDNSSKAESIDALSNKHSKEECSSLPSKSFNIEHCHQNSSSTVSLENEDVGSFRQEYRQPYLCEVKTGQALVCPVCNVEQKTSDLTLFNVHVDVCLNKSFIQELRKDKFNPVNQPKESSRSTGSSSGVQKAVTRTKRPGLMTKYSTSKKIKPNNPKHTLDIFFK
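10 nM Pol kappa preincubated 15 min at room temperature with compounds, then reaction started with substrate at 50 nM final. Fluorescence read kinetically at 0 and 10 min; buffer-only wells served as negative control.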
LDHA inh: blocks human lactate dehydrogenase A; purified LDHA, NADH/diaphorase-resazurin fluorescence; hits give low values; P00338; activity change, % (values are at about 110 or 230 µM); AID 1347041; actives 0.15% (n = 480,000); in the data active means activity change below about -30%; inconclusive means mostly about -25% to -30%;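 further: plate controls were DMSO wells for no effect and wells without enzyme for full effect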
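Enzyme activity of human lactate dehydrogenase 5 (2 nM; 0.06 mM NADH, 0.2 mM pyruvate, 5 min, RT) is measured via a resazurin/diaphorase fluorescence readout of residual NADH.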
APE1 inh: APE1 (human) endonuclease inhibition; recombinant APE1, TAMRA/BHQ-2 abasic DNA cleavage fluorescence; Potency, µM (series often up to 65.8 µM), for inactives: top-dose activity change, negative = inhibition, usual class: inhibitors; actives 0.35% (n = 350,000); AID 2517;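 further: potency means the concentration at half of the fitted maximal effect; plate controls were vehicle for no effect and reference inhibitor for full effect; nearly all actives have a fitted effect of over 55% in size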
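Endonuclease cleavage of a quenched abasic-site DNA duplex (50 nM) by APE1 (0.75 nM) was tracked by TAMRA dequenching. Compounds were preincubated with enzyme 15 min at room temperature; data normalized to buffer-only and DMSO wells plus NSC13755 control.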
Pol beta inh: DNA polymerase beta (human) inhibition; Pol beta primer extension/strand displacement, fluorescence kinetic; Potency, µM (top dose mostly 114 µM), for inactives: top-dose activity change, negative = inhibition, actives largely listed as inhibitors; actives 1.3% (n = 340,000); AID 485314; further: potency means the concentration at half of the fitted maximal effect; on the % scale 0 is the no-effect control and ±100 the full control effect
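Pol beta (10 nM) was preincubated with compound for 15 min at room temperature. The reaction was then started with 50 nM substrate and read immediately and after a further 10 min at room temperature.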
POLH inh: blocks human DNA polymerase eta activity | Q9Y253 | recombinant Pol eta, fluorescent DNA replication assay | Potency, µM (doses to about 114 µM), for the others: at the highest dose activity change, negative = inhibition, hits mostly inhibitors | actives 1.2% (n = 390,000); further: potency means the concentration at half of the fitted maximal effect; on the % scale 0 is the no-effect control and ±100 the full control effect
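Fluorescent replication assay: 50 nM final substrate added after a 15 min room-temperature compound preincubation with 10 nM enzyme. Signal taken at 0 min and again at 10 min.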
RGS4 inh: human RGS4 inhibition; Transcreener GDP fluorescence polarization, RGS4-accelerated GTP hydrolysis; Potency, µM (highest dose often 114 µM), for the others: top-dose activity change, negative = inhibition, actives largely listed as inhibitors; actives 0.039% (n = 390,000); further: potency means the concentration at half of the fitted maximal effect; on the % scale 0 is the no-effect control and ±100 the full control effect; nearly all actives have a fitted effect of over 75% in size; some results filed as inactive show a strong effect at the top dose
Target sequence (P49798 whole entry, looked up): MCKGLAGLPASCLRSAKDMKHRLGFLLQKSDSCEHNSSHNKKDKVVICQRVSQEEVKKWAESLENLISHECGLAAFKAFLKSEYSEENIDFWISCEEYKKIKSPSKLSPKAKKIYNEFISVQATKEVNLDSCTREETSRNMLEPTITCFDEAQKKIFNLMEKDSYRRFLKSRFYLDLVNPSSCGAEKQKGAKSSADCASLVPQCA
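MLSMR compounds (23 nl, pin-transferred) preincubated 10 min at room temperature with a 500nM (2x) first reagent, then RGS4 at 900nM (2x) plus Transcreener GDP mix added; fluorescence polarization (620/688 nm) read before and after 90 min at 30 °C.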
ERG Ets-DNA blk: blocks human ERG Ets domain binding to DNA | Potency, µM (doses to about 76.9 µM), for inactives: at the top dose FP activity, negative = inhibition, hits mostly inhibitors | P11308 | fluorescence polarization, His-ERG Ets domain / labelled DNA | AID 624246 | actives 0.028% (n = 370,000); active means well fitted inhibition curve with a large enough effect in the polarisation, with a control signal flat; inconclusive means small, poorly fitted or top-dose-only effect, or effect the other way, or a change in a side signal; inactive means no such curve, though single readings can be large or run the other way; the % refers to the polarisation;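 further: polarization taken with two DNA probes labelled with fluorescein and Texas red; potency means the concentration at half of the fitted maximal effect; % of control where 0% means no effect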
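His-tagged ERG Ets domain (1 uM in the protein solution; 300mM KCl, 50mM Tris-HCl, 1mM EDTA, 1mM DTT, pH 7.5) received compound, then a probe mix of 5 nM fluorescein-DNA and 100nM Texas-615-DNA. Fluorescence polarization was read for both dyes.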
Apoferritin bind: binds horse apoferritin like a general anesthetic; P02791; apoferritin/1-aminoanthracene competitive binding, fluorescence; Potency, µM (titrated, usually from 77.5 µM), for inactives: top-dose activity change, negative = displacement, actives largely listed as inhibitors; actives 0.074% (n = 350,000); further: potency means the concentration at half of the fitted maximal effect; on the % scale 0 is the no-effect control and ±100 the full control effect; nearly all actives have a fitted effect of over 20% in size
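Concentration-response curves derived by four-parameter Hill fitting of normalized fluorescence, where compounds displaced 1-AMA from 10 uM horse apoferritin following a brief 10 min room-temperature incubation; propofol titration acted as positive control.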
ALOX12 inh: ALOX12 (human) lipoxygenase inhibition; purified 12hLO, xylenol orange hydroperoxide absorbance; actives 1.1% (n = 580,000); P18054; Potency, µM (highest dose often 108 µM), without a hit: top-dose activity change, negative = inhibition, actives largely listed as inhibitors; further: potency means the concentration at half of the fitted maximal effect; on the % scale 0 is the no-effect control and ±100 the full control effect
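Purified human 12hLO (150 nM final) in 25 mM Hepes, 0.01% Triton X-100, pH 7.0 was preincubated 15 min at room temperature with compound. Then 40 uM arachidonic acid was added, 30 min. Hydroperoxide was read by Fe-XO absorbance ratio 573/405 nm.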
The depositor's hits bear a star; ? = inconclusive; . = not tested or not shown; & = joins results of further samples; [ ] = another dose, or the depositor's remark. Unless noted, the call rests on the fitted dose curve; in most records, active means well fitted curve in the direction sought with a large enough effect; inconclusive means small, poorly fitted or top-dose-only effect, or another doubt; inactive means no such curve, though single readings can be large; an effect the other way counts as inactive or inconclusive. Only part of the results is shown; the hit share may differ from the screen's.

nr	Compound	POLK inh	LDHA inh	APE1 inh	Pol beta inh	POLH inh	RGS4 inh	ERG Ets-DNA blk	Apoferritin bind	ALOX12 inh
1	O=C(CN1CCN(Cc2ccc(Cl)cc2)CC1)N/N=C/C=C/c1ccccc1[N+](=O)[O-]	-13%	-9	2%	-3%	-26%	-24%	-5%	-24%	-24%
2	O=C(Nc1ccccc1)NC1CCN(Cc2c(F)cccc2Cl)CC1	-11%	-4	-2%	24%	1%	27%	0%	-13%	64%[activator]
3	COc1ccc(C(=O)Cc2nnc(C)s2)cc1	-13%	-18	2%	13%	?	-22%	.	-7%	-23%
4	CC(C)Cc1cc(C(=O)N2CCCC(CCC(=O)N(C)CCc3ccccn3)C2)no1 (centres undefined)	2%	-4	8%	-2%	-24%	4%	10%	-3%	?
5	CC1CCN(CCCCOc2cccc(C(C)C)c2)CC1	-13%[60.1 µM]	-7	43%	-9%	-9%	16%	-6%	-2%	?
6	COCCCNC(=O)c1ccc(Cn2c(=O)c3ccccc3n(Cc3c(C)cc(C)cc3C)c2=O)cc1	-3%	-11	.	16%	-18%	4%	-1%	2%	-4%
7	Nc1ccc2c(c1Br)Cc1ccccc1-2	-15%	-3	.	.	-15%	-2%	-12%	.	-4%
8	COc1ccc(Cl)cc1NC(=O)CN(C)C(=O)c1cccc2cccnc12	-2%	-17	18%	.	-5%	11%	14%	.	-9%
9	COc1cc(/C=C/C(=O)OCC(=O)NC2CCS(=O)(=O)C2)ccc1O (centres undefined)	-5%	-1	5%	57%	-6%	4%	-13%	-4%	-16%
10	CCOc1ccc(CC(=O)NNC(=O)/C=C/C(=O)O)cc1	-6%	-5	-3%	1%	-6%	11%	0%	-2%	9%
11	c1ccc2c(c1)OCC(c1csc3ncnc(N4CCCC4)c13)O2 (centres undefined)	-6%	0	-1%	1%	-22%	-20%	-4%	-12%	1%
12	Cc1cc(C)c(C)c(S(=O)(=O)N2CCN(C(=O)CNC(=O)c3ccco3)CC2)c1C	-4%	-3	53%[activator]	.	-14%	0%	-4%	.	-10%
13	COc1ccc(OCC(=O)O/N=C(\N)Cc2ccc(Cl)cc2Cl)cc1	-10%	-3	-1%	10%	-8%	-9%	3%	36%[activator]	12%
14	CC(C)(C)C(=O)N1CCn2c1nc1ccccc12	-14%	-5	4%	-25%	-9%	14%	-2%	-7%	-1%
15	COc1ccccc1C(=O)NC(=O)COC(=O)Cc1ccccc1[N+](=O)[O-]	-7%	0	4%	.	-13%	-7%	16%	.	5%
16	Cn1cc(Cl)c(C(=O)OCC(=O)Nc2nc(-c3ccc(Br)cc3)cs2)n1	-29%	-2	9%	5%	4%	-12%	-1%	-5%	?
17	CC(=O)c1sc(NC(=O)c2ccc(COc3ccccc3Cl)o2)nc1C	-4%	-7	42%	18%	-9%	9%	-3%	4%	-12%
18	Cc1ccccc1-c1cccc([C@@H]2C[C@H]3[C@H](CON3C)CN2Cc2ccccc2)c1	9%	3	.	.	-14%	-12%	-12%	.	0%
19	O=C(CCN1C(=O)c2ccccc2C1=O)Nc1cccc(S(=O)(=O)NC2=NCCC2)c1	5%	-9	9%	18%	-5%	-13%	3%	-6%	-4%
20	CCc1ccc(C(C(=O)NCc2ccc(OC)cc2)N(CCOC)C(=O)Cc2cccs2)cc1 (centres undefined)	-17%	-8	-2%	33%	-3%	25%	.	5%	-13%
21	Cc1cc(C)nc(N2CCC(C(=O)Nc3ccc4c(c3)CCC4)CC2)n1	0%	-7	4%	0%	-6%	19%	-16%	6%	-5%
22	COc1cccc(CN2CCC(N(CCc3ccccc3)Cc3ccccc3)CC2)c1OC	-13%	-13	3%	-22%	-30%	-17%	-4%	-12%	?
23	Fc1ccc(CNc2ccccn2)cc1	2%	-2	1%	0%	-20%	-13%	3%	?	-64%
24	O=C1OCCN1C(=O)[C@H]1[C@H](c2ccccc2)C(c2ccc(F)cc2)=NN1c1ccccc1	?	2	22%&-6%	.	-17%	0%	14%	238%[activator]	?
25	C=CCn1c(SCC(=O)Nc2ccc(F)cc2F)nnc1-c1cnccn1	7%	-8	4%	-6%	-8%	-10%	-1%	-12%	7%
26	CC(C)(C)c1ccc(C(=O)Nc2nc3nc(-c4ccccc4)cc(=O)n3[nH]2)cc1	-16%	-22	.	45µM*	-21%	-9%	0%	-24%	4%
27	CCOC(=O)CN1CCC(c2ccccc2)CC1	-16%	-4	-3%	0%	-13%	7%	-4%	-4%	-5%
28	COc1ccc(C(=O)NN=C2CCCC2)cc1OC	4%	0	25%	25%	-11%	-14%	-14%	-7%	74%[activator]
29	COc1ccc(NC(=O)N2CCCC2C(=O)Nc2ccc(C)c(Cl)c2)cc1 (centres undefined)	0%	-6	-4%	0%	5%	-24%	7%	-19%	0%
30	COCCNC(=O)C(c1ccc(OC)cc1)N(Cc1ccco1)C(=O)CCC(=O)Nc1ccccn1 (centres undefined)	0%	-5	10%	51%	-6%	4%	-1%	-2%	20%

Of the compounds above, these contain a thiophene ring, fused or not:
nr	Compound	POLK inh	LDHA inh	APE1 inh	Pol beta inh	POLH inh	RGS4 inh	ERG Ets-DNA blk	Apoferritin bind	ALOX12 inh
11	c1ccc2c(c1)OCC(c1csc3ncnc(N4CCCC4)c13)O2 (centres undefined)	-6%	0	-1%	1%	-22%	-20%	-4%	-12%	1%
20	CCc1ccc(C(C(=O)NCc2ccc(OC)cc2)N(CCOC)C(=O)Cc2cccs2)cc1 (centres undefined)	-17%	-8	-2%	33%	-3%	25%	.	5%	-13%

Single records (already shown). Values in the order: POLK inh | LDHA inh | APE1 inh | Pol beta inh | POLH inh | RGS4 inh | ERG Ets-DNA blk | Apoferritin bind | ALOX12 inh
O=C(CCN1C(=O)c2ccccc2C1=O)Nc1cccc(S(=O)(=O)NC2=NCCC2)c1 reads 5% | -9 | 9% | 18% | -5% | -13% | 3% | -6% | -4%
O=C1OCCN1C(=O)[C@H]1[C@H](c2ccccc2)C(c2ccc(F)cc2)=NN1c1ccccc1 reads ? | 2 | 22%&-6% | . | -17% | 0% | 14% | 238%[activator] | ?
CCOC(=O)CN1CCC(c2ccccc2)CC1 reads -16% | -4 | -3% | 0% | -13% | 7% | -4% | -4% | -5%
CCc1ccc(C(C(=O)NCc2ccc(OC)cc2)N(CCOC)C(=O)Cc2cccs2)cc1 (centres undefined) reads -17% | -8 | -2% | 33% | -3% | 25% | . | 5% | -13%
C=CCn1c(SCC(=O)Nc2ccc(F)cc2F)nnc1-c1cnccn1 reads 7% | -8 | 4% | -6% | -8% | -10% | -1% | -12% | 7%

(further entries)
nr	Compound	POLK inh	LDHA inh	APE1 inh	Pol beta inh	POLH inh	RGS4 inh	ERG Ets-DNA blk	Apoferritin bind	ALOX12 inh
31	Cc1cc(NC(=O)Nc2cccc(C(F)(F)F)c2)n(C)n1	-8%	-7	11%	4%	-4%	-4%	3%	0%	-6%
32	C=CC(=O)N1C/C(=C/c2ccccc2)C(=O)/C(=C\c2ccccc2)C1	-13%	-3	.	.	?	?	10%	.	-18%
33	O=c1[nH]c(=O)n(C2CCCO2)cc1F (centres undefined)	-20%	-5	15%&-2%	10%	-12%	18%	1%	-2%&2%	?
34	Cc1ccc(Cn2c(=O)n(Cc3ccc(Cl)cc3)c(=O)c3cccnc32)cc1	5%	0	.	2%	-5%	-5%	-10%	-8%	-25%
35	CC(C)(C)c1ccc(OCC(=O)Nc2ccc(S(=O)(=O)Nc3ncccn3)cc2)cc1	-1%[60.1 µM]	0	.	?	1%	-7%	-7%	5%	-19%
36	CC1(c2ccccc2)NC(=O)N(CC(=O)Nc2ccc(C(N)=O)cc2)C1=O (centres undefined)	-1%	-12	20%	24%	-16%	0%	-6%	-2%	2%
37	Cc1sc2nc(CSc3cccc(C(F)(F)F)c3)[nH]c(=O)c2c1C	-15%	-7	23%	0%[57.1 µM]	-8%	-4%	2%	-2%	-24%
38	O=C(OCn1nnc2ccccc2c1=O)c1ccc(N2CCOCC2)c([N+](=O)[O-])c1	-4%	-6	-2%	11%	-19%	-9%	3%	-3%	-20%
39	CCOc1ccc(C(C)=O)cc1CSc1nc2nc(C)cc(C)n2n1	2%	-9	-1%	-24%	-17%	-37%	10%	-10%	?
40	CN(CC(=O)Nc1ccc(F)c(F)c1F)C(=O)c1cc(-c2ccncc2)nc2ccccc12	-9%	-3	-7%	.	-18%	25%	4%	.	-18%
41	Cc1cccc(OCc2nc(-c3nonc3N)no2)c1C	7%	5	-4%	-2%	-10%	-30%	2%	0%	-23%
42	O=C(O)CC1S/C(=N/N=C/c2ccc(Br)cc2)N(c2ccccc2)C1=O (centres undefined)	0%	-7	-8%	12%	-22%	-11%	-4%	1%	-5%
43	CCCN(CCC)C(=O)c1cc2c(=O)n3cccc(C)c3nc2n1C	-7%	-4	.	-3%	-15%	-19%	5%	3%	0%
44	CCOc1ccc(OCCOC(=O)CN2C(=O)NC3(CCCC3)C2=O)cc1	-7%	-9	11%	.	-4%	13%	0%	.	-12%
45	Cc1ccc(NCc2nnc(SCC(=O)NNC(=O)Cc3ccccc3)n2C)cc1	4%	2	4%	?	-15%	4%	-17%	-10%	0%
